# STK33 kinase inh – inhibitors of purified STK33 kinase, primary screen, biochemical, ADP-Glo luminescence, homogeneous, cell-free | 320,000 compounds, 0.073% hits | MBP phosphorylation | Serine/threonine-protein kinase 33 (Homo sapiens), Q9BYT3 | inhibition, % at 10 µM;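 active means inhibition at or above 25%, using the most active replicate where run in duplicate; inactive means inhibition below 25%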
# Target sequence (Q9BYT3 whole entry, looked up): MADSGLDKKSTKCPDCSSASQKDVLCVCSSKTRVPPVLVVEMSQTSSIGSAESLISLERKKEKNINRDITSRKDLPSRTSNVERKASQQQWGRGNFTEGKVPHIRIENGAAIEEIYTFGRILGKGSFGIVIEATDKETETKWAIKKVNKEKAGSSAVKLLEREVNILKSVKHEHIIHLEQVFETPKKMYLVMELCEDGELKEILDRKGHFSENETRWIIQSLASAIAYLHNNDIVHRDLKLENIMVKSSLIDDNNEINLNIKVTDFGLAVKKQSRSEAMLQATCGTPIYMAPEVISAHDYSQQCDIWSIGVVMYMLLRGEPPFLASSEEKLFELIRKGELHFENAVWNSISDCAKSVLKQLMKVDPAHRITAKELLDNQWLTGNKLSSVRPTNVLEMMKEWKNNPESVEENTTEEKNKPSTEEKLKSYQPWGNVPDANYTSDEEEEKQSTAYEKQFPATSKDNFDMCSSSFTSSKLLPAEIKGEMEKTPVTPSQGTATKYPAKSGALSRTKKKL
# CHT allo act – CHT positive allosteric modulators, primary screen, cell-based, membrane potential dye, choline EC20; High affinity choline transporter 1 (Homo sapiens), Q9GZV3; CHT-expressing cells; stronger effect = higher value; LV-AA mutant CHT in HEK293 cells; B-score at 10 µM; 310,000 compounds, 0.49% hits; AID 488977, 2010;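 active means initial fluorescence not abnormally high and integrated response B-score, plate-corrected, over 3 SD above library mean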
# Target sequence (Q9GZV3 whole entry, looked up): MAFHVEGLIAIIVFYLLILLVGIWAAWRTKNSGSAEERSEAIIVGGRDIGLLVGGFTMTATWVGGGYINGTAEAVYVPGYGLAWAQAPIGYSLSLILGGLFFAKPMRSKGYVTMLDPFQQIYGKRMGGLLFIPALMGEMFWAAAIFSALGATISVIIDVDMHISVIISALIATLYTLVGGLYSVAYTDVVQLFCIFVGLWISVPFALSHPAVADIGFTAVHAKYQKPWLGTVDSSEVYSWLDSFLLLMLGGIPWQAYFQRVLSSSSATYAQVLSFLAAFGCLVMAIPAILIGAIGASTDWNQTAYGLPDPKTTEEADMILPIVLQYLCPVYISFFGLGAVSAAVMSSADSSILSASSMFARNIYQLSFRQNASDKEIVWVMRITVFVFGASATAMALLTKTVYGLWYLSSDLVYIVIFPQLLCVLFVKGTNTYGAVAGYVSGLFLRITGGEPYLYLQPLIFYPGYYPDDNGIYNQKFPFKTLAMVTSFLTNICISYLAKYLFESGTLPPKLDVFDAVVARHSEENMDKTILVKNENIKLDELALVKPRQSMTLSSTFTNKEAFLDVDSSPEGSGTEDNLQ
# CHT block – inhibitors of human choline transporter CHT. B-score at 10 µM. CHT-expressing cells, membrane potential dye, choline response; stronger effect = lower value. High affinity choline transporter 1 (Homo sapiens), Q9GZV3. AID 488975, 2010. 310,000 compounds, 0.86% hits;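 active means B-score over 3 SD under the library average, and starting fluorescence ratio not unusually high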;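 further: choline stimulus applied at its EC90 after an EC20 pre-addition; B-score computed on integrated fluorescence ratio after choline addition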
# * = called active by the depositor; i = inactive; · = no result given.
canonical_smiles	STK33 kinase inh	CHT allo act	CHT block
Cc1nnc(SCc2nc(N)nc(Nc3ccccc3)n2)s1	-1.9	i	i
COc1cccc(CNc2cccc3cccnc23)c1O	0.5	i	i
C/C(=N/NS(=O)(=O)c1ccc(C)cc1)c1c[nH]c2ccccc12	-0.5	i	i
CCCC(=O)Nc1ccc2c(c1)nc1n2CCN(CCOC)C1	-1.5	i	i
O=C(CCN1C(=O)c2ccccc2C1=O)C1=NN[C@@H]2C(=O)N(c3cccc(F)c3)C(=O)[C@H]12	-0.9	i	i
CCC(Sc1nc2ccsc2c(=O)n1-c1ccc(Cl)c(C)c1)C(=O)NCc1ccco1 (stereo not given)	·	i	i
COc1cccc(CNC(=O)C(C)n2nc(C)n3c(cc4occc43)c2=O)c1 (stereo not given)	-1.1	i	i
CC(C)N(C(=O)CN1CCC(c2nc3ccccc3[nH]2)CC1)C(C)C	0.8	i	i

# 3 entries out of the list, arranged by count of non-hydrogen atoms, largest number first.
canonical_smiles	STK33 kinase inh	CHT allo act	CHT block
O=C(CCN1C(=O)c2ccccc2C1=O)C1=NN[C@@H]2C(=O)N(c3cccc(F)c3)C(=O)[C@H]12	-0.9	i	i
C/C(=N/NS(=O)(=O)c1ccc(C)cc1)c1c[nH]c2ccccc12	-0.5	i	i
Cc1nnc(SCc2nc(N)nc(Nc3ccccc3)n2)s1	-1.9	i	i

# The results go on:
canonical_smiles	STK33 kinase inh	CHT allo act	CHT block
CC(=O)Nc1ccc(S(=O)(=O)NCc2csc(C)n2)cc1	-1.4	i	i
CC(C)CNS(=O)(=O)c1ccc(OCC(=O)Nc2ccc(F)cc2F)cc1	1.2	i	i
COc1ccc(-c2[nH]ncc2/C=N/NC(=O)c2cccc([N+](=O)[O-])c2)cc1OC	1.7	i	i
COC(=O)C1CCN(C(=O)CN(C)Cc2ccc(C(C)(C)C)cc2)CC1	-3.8	i	i
CCOC(OCC)P(=O)(C(C)C)C(C)C	-0.3	i	i
COc1ccc(N2C(=O)C(Cl)=C(N3CCOCC3)C2=O)cc1	0.9	i	i
COc1ccc(C(=O)C2CCCN(Cc3cc(C)c(O)c(C)c3)C2)c(OC)c1 (stereo not given)	0.9	i	i
CCc1ccc(OCC(=O)NNC(=O)c2c(CC)noc2C)cc1	·	i	i
CN(Cc1ccc(Cl)cc1Cl)C(=O)CN1C(=O)NC2(CCCC2)C1=O	-0.1	i	i
CCOC(=O)c1cc(COc2cc(Cl)cc(Cl)c2)on1	0.1	i	i
Nc1nnc(SC2CC(=O)N(c3ccccc3)C2=O)s1 (stereo not given)	-1.2	i	i
CCOC(=O)C1CCCN(C(=O)C(=O)c2cn(CC(=O)N3CCOCC3)c3ccccc23)C1 (stereo not given)	-2.0	i	i
O=C(COC(=O)c1ccccc1O)Nc1cccc(S(=O)(=O)NC2=NCCCCC2)c1	-0.8	i	i
CC(C)N1CCC(N2CCN(C3CCCCC3)CC2CCO)CC1 (stereo not given)	-0.2	i	i
COc1cc(C(=O)Nc2ccc(S(=O)(=O)Nc3cnc4ccccc4n3)cc2)cc(OC)c1OC	-0.7	i	i
CC(C)C(=O)Nc1ccc(NC(=O)c2ccco2)cn1	0.0	i	i

# Brought forward from above: 4 entries, then new ones.
canonical_smiles	STK33 kinase inh	CHT allo act	CHT block
O=C(COC(=O)c1ccccc1O)Nc1cccc(S(=O)(=O)NC2=NCCCCC2)c1	-0.8	i	i
CC(C)N1CCC(N2CCN(C3CCCCC3)CC2CCO)CC1 (stereo not given)	-0.2	i	i
COc1cc(C(=O)Nc2ccc(S(=O)(=O)Nc3cnc4ccccc4n3)cc2)cc(OC)c1OC	-0.7	i	i
CC(C)C(=O)Nc1ccc(NC(=O)c2ccco2)cn1	0.0	i	i
COC(=O)[C@@H]1CC[C@@](C)(c2ccc(OC)cc2)C1(C)C	-0.4	i	i
CC(=O)Nc1ccc2nc(NC(=O)c3cccnc3)sc2c1	0.1	i	i
COc1ccc(-c2cn[nH]c2-c2ccc(OCc3ccccc3)cc2O)cc1	-1.1	i	i
CCOc1ccc(-c2c(C(=O)N/N=C/c3ccco3)nnn2-c2nonc2N)cc1	3.9	i	i
CCCN1CCC(NC(=S)Nc2ccc(C(=O)OCC)cc2)CC1	-2.0	i	i
O=C(NCCc1ccc(Cl)cc1)C1CC(=O)N(CCc2ccccc2)C1 (stereo not given)	-0.9	i	i
C=C(C)c1cccc(C(C)(C)NC(=O)Nc2cccnc2)c1	-1.3	i	i
COc1ccc(/C=N/NC(=O)CN(C2=NS(=O)(=O)c3ccccc32)c2ccccc2)cc1	-1.5	i	i
C/C(Cc1nnn(-c2cc(C)on2)n1)=N\O	-2.0	i	i
COC(=O)C1=C(C(=O)OC)C(c2cc(Cl)ccc2O)c2sc(=O)[nH]c2S1 (stereo not given)	1.6	i	i
Cc1ccc(S(=O)(=O)Cc2ccc(C(=O)O)o2)cc1	-0.8	i	i
CCOc1ccccc1OCC(=O)OCC(=O)NNC(=O)c1ccc([N+](=O)[O-])cc1	-1.1	i	i
S=C(NN=C(C1CC1)C1CC1)Nc1ccccc1	0.9	i	i
Cc1c(Br)c(C(F)(F)F)nn1CC(=O)NCc1ccco1	0.0	i	-7.7*
CC(C)C[C@H](NC(=O)c1nc[nH]c1C(=O)NCc1ccc(CNC(=O)OC(C)(C)C)cc1)C(=O)OC(C)(C)C	-0.5	i	i
O=C(NC(=S)Nc1ccc(Br)cc1)C1CCCCC1	-0.5	i	i

# Other compounds
# Order of values – STK33 kinase inh	CHT allo act	CHT block
COc1ccccc1-n1c(-c2ccco2)n[nH]c1=S
    -2.4	i	i
O=C(NCCc1ccccn1)c1cccc(S(=O)(=O)N2CCc3ccccc32)c1
    -0.8	i	i
Nc1nc2n(n1)C(c1ccco1)CC(c1ccc(F)cc1)N2 (stereo not given)
    -0.8	i	i
O=S(=O)(/N=S1/CC=CCN1S(=O)(=O)c1ccccc1)c1ccccc1 (stereo not given)
    0.1	i	i
COc1cc(C2C3C(=O)N(Cc4ccccc4)C(=O)C3ON2c2ccccc2)cc(OC)c1O (stereo not given)
    0.1	i	i
Cc1ccc(Nc2nnc(SCC(=O)Nc3ccc(S(=O)(=O)N4CCOCC4)cc3)s2)cc1
    -2.4	i	i
CCc1ccccc1N1C(=O)c2cccc3c(N4CCOCC4)c([N+](=O)[O-])cc(c23)C1=O
    -0.6	i	i
N#Cc1cc2c(nc1SCc1ccncc1)CCC2
    -2.8	i	i
O=C(Nc1cccc(OCC(=O)N2CCOCC2)c1)C1CCCCC1
    -0.7	i	i
CCc1cc(=O)oc2c(CN3CCN(C)CC3)c(O)c(Cl)cc12
    -4.8	i	i
Cc1ccc(/C=N\NC(=O)Cn2nnc3ccccc32)o1
    0.6	i	i
CCOc1ccc(-n2c(SCC(=O)O)nc3sc4c(c3c2=O)CCCC4)cc1
    -1.8	i	i
COC(=O)c1ccc(/C=N/NC(=O)C(=O)NCc2ccccc2)cc1
    0.3	i	i
Cc1cc(C(=O)CSc2nnc(-c3ccc(Cl)cc3)n2C)c(C)n1CC1CCCO1 (stereo not given)
    -1.3	i	i
CSc1nc(-c2ccccc2)nc(NC(=O)C(C)C)c1C(C)=O
    -0.7	i	i
CCc1ccc(S(=O)(=O)NCc2csc(C)n2)s1
    -1.7	i	i
Cc1ccc(OC(=O)c2cccc(S(=O)(=O)N(C)C)c2)c(-n2nc3ccccc3n2)c1
    -1.4	i	i
CC(=O)Nc1ccc(NC(=O)CSc2ncc(C(=O)Nc3ccccc3)c(=O)n2C)cc1
    -0.1	i	i
CC1CCN(S(=O)(=O)c2cccc(C(=O)Nc3nccs3)c2)CC1
    -0.2	i	i
COc1nnc(-c2ccc(N3CCOCC3)c(NC(C)=O)c2)c2ccccc12
    0.6	i	i
Cc1ccc(C2=NN(S(C)(=O)=O)C(c3cccs3)C2)cc1 (stereo not given)
    -1.2	i	i
O=C(O)Cn1cc(F)c(=O)[nH]c1=O
    1.0	i	i
CC(C)C[C@@H](CN(C)N=O)N(C[C@H](Cc1ccccc1)N(CCc1ccccc1)N=O)N=O
    -1.0	i	i
CCn1c(CCNC(=O)c2ccc(OC)c(OC)c2)nc2ccccc21
    ·	i	i
CC1CCC(C(C)C)C2=C1C(C#N)(C#N)C(C#N)(C#N)C(c1ccccc1)N2 (stereo not given)
    12	i	i
CC(C)C(NC(=O)c1ccccc1)c1nnc(SCC(=O)Nc2nccs2)n1C (stereo not given)
    1.2	i	i
COc1ccc(S(=O)(=O)N(C)CC(=O)N2CCC(C)CC2)cc1Cl
    -0.6	i	i
Nc1c(O)ccc2c1C(=O)c1ccccc1C2=O
    35*	i	i
O=C(/C=C/c1ccccc1)N/C(=C\c1ccco1)C(=O)NCCO
    -2.2	i	i
CCOc1ccc(CN(C(=O)c2cccs2)C2CCS(=O)(=O)C2)cc1 (stereo not given)
    -1.1	i	i
CC(=O)NNc1cccc(Cl)n1
    -1.5	i	i
COc1ccc(C(=O)N2CCN(c3ncccn3)CC2)cc1[N+](=O)[O-]
    -1.0	i	i
COc1cc(C2=NOC(C(=O)Nc3cc(C)on3)C2)cc(OC)c1OC (stereo not given)
    -1.7	i	i
COc1cc2ccccc2cc1C(=O)Nc1ccc(Cl)cn1
    -3.9	i	i
O=C(CSc1ccccc1C(=O)NCc1ccccc1)NC1CCCCCCC1
    -0.4	i	i
O=C(/C=C/c1ccc(F)cc1)NC(=S)Nc1ccccc1
    -1.7	i	i
COCCn1c(=O)[nH]c(=O)c2c(C(F)(F)F)cc(-c3cccs3)nc21
    -1.4	i	i
CCNc1nc(NCC)n2c(SCC(=O)N(CC)C3CCCCC3)nnc2n1
    -1.7	i	i
CCn1c(CCNC(=O)c2ccc(Cl)cc2Cl)n[nH]c1=S
    0.8	i	i
CC(C)C(=O)Nc1cccc2nsnc12
    -0.4	i	i
Cc1cc(/C=N/O)c(C)n1-c1ccc(Br)cc1
    -1.7	i	i
Brc1cccc(OCCCCN2CCCCC2)c1
    -0.1	i	i
CCN(CC)S(=O)(=O)c1ccc(Cl)c(NC(=O)COC(=O)c2cc(-c3ccccc3Cl)nc3ccccc23)c1
    -0.7	i	i
C=CCC(Nc1ccco1)c1ccccc1 (stereo not given)
    -0.1	i	i
COc1ccccc1/C=C(\C)C(=O)c1c(C)cc(C)[nH]c1=O
    -1.3	i	i
CCOC(=O)N1CCC(N(C(=O)Nc2ccc(Cl)c(Cl)c2)C(C)CC)CC1 (stereo not given)
    0.6	i	i
Cc1ccc2nc(SCC(=O)NC3CCCC3)[nH]c2c1
    0.0	i	i
O=c1c2sccc2[nH]c(=S)n1Cc1ccccc1
    -0.4	i	i
CC1CCN(C2=NN3C(=N)/C(=C\c4ccc(OC(=O)c5ccco5)cc4)C(=O)N=C3S2)CC1
    0.4	i	i
COC(=O)Nc1ccc([N+](=O)[O-])cc1OC
    0.2	i	i

# The list goes on.
# Order of values – STK33 kinase inh	CHT allo act	CHT block
COC(=O)Cn1c(=NC(=O)C2CC2)sc2c(C)cc(C)cc21
    -0.6	i	i
CCOC(=O)c1c(C)[nH]c(C(=O)Cn2c(=O)c3c(ncn3CC)n(Cc3ccccc3)c2=O)c1C
    -0.1	i	i
Nn1c(SCC(=O)Nc2nc3ccccc3s2)nncc1=O
    -0.5	i	i
NCC1CC2c3ccccc3C1c1ccccc12 (stereo not given)
    0.1	i	i
COc1ccccc1C/C(N)=N/OC(=O)c1ccco1
    -1.0	i	i
CC(C)C(=O)NNC(=O)c1cc2sccc2s1
    -1.9	i	i
COCCN1C(=O)/C(=C/c2ccc(OCc3ccc(C(=O)O)cc3)c(OC)c2)SC1=Nc1ccccc1
    0.2	i	i
COc1ccc(OCC(=O)N2c3ccc(C)cc3C3CN(C)CCC32)cc1 (stereo not given)
    -1.0	i	i
CN1C(=O)C(CC(=O)O)S/C1=N\N=C\c1ccc(O)cc1O (stereo not given)
    -1.1	i	i
COc1ccc(C(=O)NCc2nnc(SCC(=O)N3CCc4ccccc43)o2)cc1OC
    -0.8	i	i
CC(=O)Nc1ccc(NC(=O)C2CCCN2C(=O)Nc2ccccc2[N+](=O)[O-])cc1 (stereo not given)
    -1.0	i	i
CC(C)(Cc1ccc(O)cc1)NC(=O)CC(=O)N=Nc1c(O)[nH]c2cc(Br)ccc12
    ·	i	i
Cc1ccc(C(=O)Nc2ccn(Cc3ccc(F)cc3)n2)o1
    -1.3	i	i
CCC(=O)Oc1ccc(C2N(C(=O)CC)CCN2S(=O)(=O)c2ccc(C)cc2)cc1OC (stereo not given)
    -0.9	i	i
COc1cc(NS(=O)(=O)c2ccc(N/C=C\C(=O)c3ccc(F)cc3)cc2)nc(OC)n1
    -0.1	i	i
Cn1c(=O)[nH]c(=O)c2c1nc(Br)n2CC(O)COCc1ccccc1 (stereo not given)
    0.1	i	i
COc1ccc(S(=O)(=O)N2CCC(C(=O)NCc3ccccn3)CC2)cc1OC
    -0.2	i	i
COc1ccc2nc(SCC(=O)NCC3CCCO3)c(C#N)cc2c1 (stereo not given)
    -0.5	i	i
CC(=O)NC(=S)c1c(N)n(Cc2ccccc2)c(=O)n(C)c1=O
    -1.6	i	i
CCOC(=O)c1ccoc1CSCC(=O)N1CCN(S(=O)(=O)c2ccc(C)cc2)CC1
    -0.6	i	i
CC1CCCN(S(=O)(=O)c2cc3c4c(c2)C(C)C(=O)N4CCC3)C1 (stereo not given)
    1.7	i	i
COc1ccc(NC(=O)[C@H](C)NC(=O)C2CCN(S(=O)(=O)c3ccc(OC)cc3)CC2)cc1
    3.5	i	i
